# Compound activity as filed in PubChem BioAssay.
# GPR7 antagonist = blocks human GPR7 receptor signaling | 290,000 compounds, 1.1% hits | P48145 | inhibition, % at 4.4 µM | GPR7-expressing cells, fluorescence antagonist assay; in the data active = inhibition above about 16%, passing the limit was not always enough;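 note: cells stimulated with the agonist NPW; 0% = agonist with vehicle and 100% = vehicle without agonist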
# Target sequence (P48145 whole entry, looked up): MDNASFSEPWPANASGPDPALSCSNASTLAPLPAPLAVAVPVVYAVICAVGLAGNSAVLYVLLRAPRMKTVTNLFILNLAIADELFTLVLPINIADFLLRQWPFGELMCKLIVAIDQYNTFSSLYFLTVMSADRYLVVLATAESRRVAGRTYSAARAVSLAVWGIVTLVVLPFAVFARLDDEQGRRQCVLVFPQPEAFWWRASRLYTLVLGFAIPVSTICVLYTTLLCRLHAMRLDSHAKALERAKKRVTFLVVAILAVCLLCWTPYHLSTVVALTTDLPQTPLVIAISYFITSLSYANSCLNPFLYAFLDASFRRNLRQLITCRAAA
# MEKK3 PB1 HTS = raises or lowers MEK5 binding to the human MEKK3 PB1 domain; Q99759; bead-based flow cytometry, Alexa488-MEK5 binding to MEKK3; actives lie on both sides; 0 = blocked by unlabeled MEK5, 100 = vehicle; binding response (% of control), % at 10 µM; 290,000 compounds, 1.4% hits; AID 1529;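 active = binding response more than 3 SD above or below the average of its plate-row segment, actives on both sides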;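 note: Alexa488 bead fluorescence after subtracting the streptavidin-only scavenger bead signal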
# MEKK2 mut-MEK5 = signal of MEK5 binding to mutant human MEKK2 PB1 domain; bead flow cytometry, Alexa488-MEK5 binding to MEKK2 mutant; percent response, % at 10 µM; 290,000 compounds, 0.35% hits; AID 1530; in the data active = percent response above about 24%, passing the limit was not always enough; note: inactives centre near 1; some results filed as inactive read as strong as hits; reference of the scale not given here
# OXTR agonist = agonists of human oxytocin receptor; P30559; CHO-OTR cells, Fluo-8 calcium fluorescence; normalized: DMSO 0%, oxytocin 100%; activation, % at 3 µM; 320,000 compounds, 0.32% hits; AID 2435;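 active = activation above the mean of all tested compounds plus 3 SD, cutoff set per screening run, cut at about 20% in these data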;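 note: peak over basal fluorescence ratio from a 100 s FLIPR kinetic read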
# GalR3 antag = antagonists of human GalR3. O60755. HEK293 GalR3-CNG cAMP membrane potential fluorescence; galR3 body fused to GalR1 C-terminus. inhibition, % at 3 µM. 360,000 compounds, 0.44% hits. AID 651719;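 active = inhibition above the screen-wide average plus 3 SD, cut at about 13% in these data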;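 note: forskolin and galanin both at EC90 stimulate the cells; cAMP rise reported by CNG channel membrane potential dye signal; 0% = forskolin plus galanin with DMSO and 100% = forskolin alone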
# NALP1 inh = blocks the NALP1 inflammasome reconstituted in yeast. S. cerevisiae NALP1/ASC/caspase-1 growth, X-gal OD620, 72 h. inhibition, % at 10 µM. 280,000 compounds, 0.61% hits; in the data active = inhibition mostly above about 24%, no sharp cut-off; inactive = mostly below about 32%; note: some compounds called inactive have numbers as strong as hits
# V1aR counter = counter-screen for oxytocin receptor agonists: human V1a receptor agonists; CHO-V1R cells, Fluo-8 calcium fluorescence, agonist mode; 0% DMSO, 100% 3 nM vasopressin; 320,000 compounds, 0.25% hits; AID 2797; activation, % at 3 µM;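 active = activation above the mean activation of all tested compounds plus 3 SD, per screening run, cut at about 20% in these data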;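 note: signal is peak over basal fluorescence ratio across a 100 second FLIPR read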
# Target sequence (P37288 whole entry, looked up): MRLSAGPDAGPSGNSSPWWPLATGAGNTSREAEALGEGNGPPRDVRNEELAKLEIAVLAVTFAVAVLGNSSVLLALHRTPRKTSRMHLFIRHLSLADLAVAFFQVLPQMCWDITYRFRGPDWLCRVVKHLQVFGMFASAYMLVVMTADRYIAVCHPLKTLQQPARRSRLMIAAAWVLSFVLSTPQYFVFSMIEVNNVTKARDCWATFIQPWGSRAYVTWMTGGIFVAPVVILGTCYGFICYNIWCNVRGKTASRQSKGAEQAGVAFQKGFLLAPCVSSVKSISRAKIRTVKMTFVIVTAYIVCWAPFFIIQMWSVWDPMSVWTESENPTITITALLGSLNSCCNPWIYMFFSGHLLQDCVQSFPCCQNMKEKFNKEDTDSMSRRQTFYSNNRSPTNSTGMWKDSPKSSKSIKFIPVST
# MEKK2 WT-MEK5 = raises or lowers MEK5 binding to wildtype human MEKK2 PB1 domain | bead flow cytometry, Alexa488-MEK5 binding to MEKK2 WT; actives lie on both sides | 290,000 compounds, 1.1% hits | binding response (% of control), % at 10 µM | AID 1531 | Q9Y2U5; in the data active = binding response below about 67% or above about 130%
# PHOSPHO1 inh = blocks human PHOSPHO1 phosphatase activity; Q8TCT1; recombinant PHOSPHO1, absorbance phosphatase assay; inhibition, % at 13.3 µM; 290,000 compounds, 1.1% hits; in the data active = inhibition above about 60%
# Active calls of the source: *; nt = no result given; [ ] = another dose, or the depositor's remark.
Molecule	GPR7 antagonist	MEKK3 PB1 HTS	MEKK2 mut-MEK5	OXTR agonist	GalR3 antag	NALP1 inh	V1aR counter	MEKK2 WT-MEK5	PHOSPHO1 inh
CCc1cc(=O)oc2cc(C)cc(OCC(=O)N3CCC[C@@H]3C(=O)O)c12	-13.2	97.0	1.0	0.6	-5.4	11.4	0.9	102.0	-2.1
COc1ccc(CC(=O)NCc2nnc(SCC(=O)c3ccc(OC)cc3)n2C)cc1	-4.0	105.0	0.0	-1.3	2.4	-15.1	-0.4	102.0	15.4
O=C(CNC(=S)NC(=O)c1ccc(F)cc1)c1ccccc1	-11.3	136.0*	2.0	0.0	-4.7	27.3	-0.8	107.0	10.8
CCOc1ccc(NC(=O)C/C(C)=N/NC(=O)COc2ccc(Br)cc2C)cc1	-7.4	104.0	2.0	-0.8	-7.8	1.0	0.8	98.0	32.5
CCOC(=O)c1cc(-c2ccc(OC)cc2)n(CCC(=O)NC2CCN(Cc3ccccc3)CC2)c1C	6.9	102.0	0.0	5.8	-6.5	6.8	4.6	105.0	8.4
C#CCOCCOCCOCCNc1nc(N2CCN(C(=O)C([C@@H](C)CC)n3cc(C(N)CO)nn3)CC2)nc(N2CCN(C(=O)[C@H](CCC(=O)O)n3cc(C(N)[C@H](C)CC)nn3)CC2)n1 (some centres not stated)	nt	82.0	1.0	nt	nt	2.1	nt	69.0	22.1
CC(CCc1ccccc1)NC(=O)c1cnc(Cl)c(Cl)c1 (configuration not stated)	0.1	106.0	5.0	-1.1	-10.8	11.8	1.9	108.0	15.6
CCN(CC)S(=O)(=O)c1ccc(S(=O)(=O)N(CC(=O)Nc2ccccc2)Cc2ccco2)cc1	-7.8	113.0	4.0	8.2	-4.3	2.2	6.7	99.0	-11.6
CC(C)NC(=O)COC(=O)c1ccc(Oc2ccccc2)cc1	28.4*	95.0	1.0	7.1	-2.0	1.3	5.3	100.0	-7.0
Cc1ccc(-c2c[n+](CC(=O)Nc3ccc(C)cc3C)c3n2CCC3)cc1	-10.8	93.0	-5.0	0.4	-4.3	10.9	-0.1	92.0	15.0
CC(=O)Nc1nnc(-c2c(-c3ccccc3Cl)noc2C)o1	-12.1	94.0	-10.0	0.5	2.1	-8.0	2.1	90.0	-8.1
CC(=O)c1ccc(/C=C/c2nc3ccccc3n2C)o1	-6.9	58.0	-22.0	-0.1	-4.2	8.3	0.4	67.0	37.1
CCC(C)(C)NC(=O)CN(C(=O)CCC(=O)Nc1ccccn1)c1ccc(F)c(Cl)c1	-5.4	100.0	1.0	-0.8	-4.0	-0.8	1.2	100.0	1.0
COc1cc(C2C3=C(CC(C)(C)CC3=O)N(C)C3=C2C(=O)CC(C)(C)C3)cc(Br)c1O	-3.6	104.0	5.0	-1.3	-10.1	9.9	0.3	106.0	29.5
Cc1cccc(C)c1OCC(=O)Nc1cccc(NC(=O)c2ccco2)c1	-4.9	85.0	-15.0	-0.4	-3.0	-0.2	4.0	87.0	-10.8
C=CCn1c(-c2csc3c2CCC(C)C3)n[nH]c1=S (configuration not stated)	-7.4	105.0	3.0	-1.4	-1.7	20.1	-0.3	102.0	20.5
CC(C)c1nc(CNC(=O)c2ccc(OC3CCN(Cc4ccccn4)CC3)cc2)cs1	-2.0	103.0	2.0	1.3	-1.5	16.0	1.0	101.0	19.1
CCOc1ccc(C(=O)/C=C/Nc2ccc(S(=O)(=O)N=C(N)N)cc2)cc1	-0.9	119.0	0.0	0.5	-3.3	15.7	-0.2	97.0	8.4
CCOc1ccc(C(=O)CCNC(Cc2cnc[nH]2)C(=O)O)cc1 (configuration not stated)	-10.8	103.0	4.0	0.3	-3.9	-4.5	-0.6	107.0	9.7
CS(=O)(=O)N1CCC(Oc2cccc(C(=O)NCCCC3CCCC3)c2)CC1	-4.9	102.0	3.0	7.0	nt	11.0	7.9	108.0	-15.9
Oc1ccccc1-c1nnc(-c2ccc(C(F)(F)F)cc2)o1	-3.0	81.0*[inhibitor]	-5.0	-0.3	-0.9	8.4	0.3	82.0	45.9
CC(C)(C)c1ccccc1NC(=O)CN1C(=O)NC2(CCCC2)C1=O	4.8	101.0	0.0	0.5	-10.9	-0.3	-0.4	100.0	28.0
COC(=O)CSc1cnc2ccccc2n1	-9.5	102.0	5.0	-0.2	-2.7	25.0	-0.7	102.0	-12.2
Cc1cc(C)n2nc(SCN3C(=O)c4ccccc4C3=O)nc2n1	-4.1	99.0	2.0	0.6	-7.5	-8.3	0.7	97.0	54.0
O=C(NN=C1CCCCCC1)C(=O)Nc1cccc(Br)c1	-11.0	97.0	-3.0	2.8	5.9	21.0	3.2	97.0	-15.4
COc1cc2nc(CN3CCC(Cc4ccccc4)CC3)[nH]c(=O)c2cc1OC	-6.4	87.0	-3.0	0.3	-3.8	5.9	1.0	91.0	31.7
CC(C)C(=O)NC(c1ccco1)c1ccc2cccnc2c1O (configuration not stated)	-15.2	103.0	5.0	1.5	-3.7	-11.8	0.6	107.0	-3.5
CCOc1ccc(S(=O)(=O)N2CCC(C(=O)NCc3ccncc3)CC2)cc1	-2.5	103.0	3.0	-1.2	0.2	16.0	-0.9	107.0	12.6

# 2 entries from above, as labelled records:
smiles: CC(C)C(=O)NC(c1ccco1)c1ccc2cccnc2c1O (configuration not stated)
  GPR7 antagonist = -15.2
  MEKK3 PB1 HTS = 103.0
  MEKK2 mut-MEK5 = 5.0
  OXTR agonist = 1.5
  GalR3 antag = -3.7
  NALP1 inh = -11.8
  V1aR counter = 0.6
  MEKK2 WT-MEK5 = 107.0
  PHOSPHO1 inh = -3.5
smiles: CCOc1ccc(S(=O)(=O)N2CCC(C(=O)NCc3ccncc3)CC2)cc1
  GPR7 antagonist = -2.5
  MEKK3 PB1 HTS = 103.0
  MEKK2 mut-MEK5 = 3.0
  OXTR agonist = -1.2
  GalR3 antag = 0.2
  NALP1 inh = 16.0
  V1aR counter = -0.9
  MEKK2 WT-MEK5 = 107.0
  PHOSPHO1 inh = 12.6

# Rewritten with two lines to a compound: entries from further up
# Each structure is followed by: GPR7 antagonist, MEKK3 PB1 HTS, MEKK2 mut-MEK5, OXTR agonist, GalR3 antag, NALP1 inh, V1aR counter, MEKK2 WT-MEK5, PHOSPHO1 inh
CCOc1ccc(C(=O)/C=C/Nc2ccc(S(=O)(=O)N=C(N)N)cc2)cc1
    -0.9, 119.0, 0.0, 0.5, -3.3, 15.7, -0.2, 97.0, 8.4
CCOc1ccc(C(=O)CCNC(Cc2cnc[nH]2)C(=O)O)cc1 (configuration not stated)
    -10.8, 103.0, 4.0, 0.3, -3.9, -4.5, -0.6, 107.0, 9.7
CS(=O)(=O)N1CCC(Oc2cccc(C(=O)NCCCC3CCCC3)c2)CC1
    -4.9, 102.0, 3.0, 7.0, nt, 11.0, 7.9, 108.0, -15.9
Oc1ccccc1-c1nnc(-c2ccc(C(F)(F)F)cc2)o1
    -3.0, 81.0*[inhibitor], -5.0, -0.3, -0.9, 8.4, 0.3, 82.0, 45.9
CC(C)(C)c1ccccc1NC(=O)CN1C(=O)NC2(CCCC2)C1=O
    4.8, 101.0, 0.0, 0.5, -10.9, -0.3, -0.4, 100.0, 28.0
COC(=O)CSc1cnc2ccccc2n1
    -9.5, 102.0, 5.0, -0.2, -2.7, 25.0, -0.7, 102.0, -12.2
Cc1cc(C)n2nc(SCN3C(=O)c4ccccc4C3=O)nc2n1
    -4.1, 99.0, 2.0, 0.6, -7.5, -8.3, 0.7, 97.0, 54.0
O=C(NN=C1CCCCCC1)C(=O)Nc1cccc(Br)c1
    -11.0, 97.0, -3.0, 2.8, 5.9, 21.0, 3.2, 97.0, -15.4
COc1cc2nc(CN3CCC(Cc4ccccc4)CC3)[nH]c(=O)c2cc1OC
    -6.4, 87.0, -3.0, 0.3, -3.8, 5.9, 1.0, 91.0, 31.7
CC(C)C(=O)NC(c1ccco1)c1ccc2cccnc2c1O (configuration not stated)
    -15.2, 103.0, 5.0, 1.5, -3.7, -11.8, 0.6, 107.0, -3.5
CCOc1ccc(S(=O)(=O)N2CCC(C(=O)NCc3ccncc3)CC2)cc1
    -2.5, 103.0, 3.0, -1.2, 0.2, 16.0, -0.9, 107.0, 12.6
